Screens: PubChem BioAssay, National Center for Advancing Translational Sciences (NCATS)
Menin MLL FP TR: qHTS Assay for Inhibitors Targeting the Menin-MLL Interaction in MLL Related Leukemias: Competition With Texas Red Labeled MLL-derived Mutant Peptide | O00255 | Menin + Texas Red MLL mutant peptide, fluorescence polarization | Potency, µM (top dose mostly 61.6 µM), for inactives: at the top dose FP activity change, negative = inhibition, hits mostly inhibitors | actives 0.23% (n = 270,000); active = well fitted inhibition curve with a large enough effect in the polarisation, with a control signal flat, not every such curve was filed as active; inconclusive = small, poorly fitted or top-dose-only effect, or effect the other way, or a change in a side signal; inactive = no such curve, though single readings can be large or run the other way; the % refers to the polarisation; also: % of control where 0% means no effect; many of its hits are not listed in these tables
Gal4-VP16 FLuc: VP16 counterscreen qHTS for inhibitors of ROR gamma transcriptional activity | Drosophila S2 Gal4-VP16 UAS-luciferase, luminescence, 20 h | Potency, µM (doses to about 53.6 µM), for inactives: top-dose activity, negative = inhibition, usual class: inhibitors | actives 3.5% (n = 310,000) | AID 2546, 2010;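 also: Gal4-VP16 expression switched on by copper sulfate through the metallothionein promoter; % is scaled to controls: 0 for no effect and ±100 for the full control effect; nearly all actives have a fitted effect of over 50% in size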
RORgamma inh: qHTS for inhibitors of ROR gamma transcriptional activity; actives 5.4% (n = 310,000); Drosophila S2 Gal4-RORgamma UAS-luciferase reporter, 20 h; Potency, µM (highest dose often 53.6 µM), for inactives: at the top dose activity change, negative = inhibition, most hits filed as inhibitors; Nuclear receptor ROR-gamma (Mus musculus), P51450; also: % is scaled to controls: 0 for no effect and ±100 for the full control effect; nearly all actives have a fitted effect of over 60% in size
Target sequence (P51450 whole entry, looked up, the tested form may be a part): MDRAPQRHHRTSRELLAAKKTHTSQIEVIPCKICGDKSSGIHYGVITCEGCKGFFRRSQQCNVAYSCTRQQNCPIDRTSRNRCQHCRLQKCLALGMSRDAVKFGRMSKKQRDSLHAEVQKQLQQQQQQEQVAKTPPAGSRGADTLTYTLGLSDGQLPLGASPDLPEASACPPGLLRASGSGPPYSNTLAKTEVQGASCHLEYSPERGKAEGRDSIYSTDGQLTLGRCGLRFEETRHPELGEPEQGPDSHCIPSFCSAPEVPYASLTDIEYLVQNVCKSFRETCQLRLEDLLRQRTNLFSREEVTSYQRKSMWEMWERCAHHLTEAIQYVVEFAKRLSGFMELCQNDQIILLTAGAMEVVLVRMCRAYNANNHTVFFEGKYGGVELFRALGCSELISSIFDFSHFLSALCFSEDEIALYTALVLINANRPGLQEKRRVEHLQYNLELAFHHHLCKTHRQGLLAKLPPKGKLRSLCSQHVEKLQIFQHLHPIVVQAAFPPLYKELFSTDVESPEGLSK
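Read-out: Photinus luciferase luminescence; inhibitors lower reporter signal. Insect Schneider cells with Gal4-ROR gamma fusion under metallothionein promoter, UAS reporter; 700 uM final copper sulfate induction, 20 hr, ambient temperature.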
The depositor's hits bear a star; ? = inconclusive; & = joins results of further samples; [ ] = another dose, or the depositor's remark. Unless noted, calls follow the shape of the dose curve; as a rule, active = well fitted curve in the direction sought with a large enough effect; inconclusive = small, poorly fitted or top-dose-only effect, or another doubt; inactive = no such curve, though single readings can be large; an effect the other way counts as inactive or inconclusive. Potency is read from the fitted curve at half-maximal effect. These rows are one share of the data; count on the stated rates, not on these rows.

SMILES	Menin MLL FP TR	Gal4-VP16 FLuc	RORgamma inh
Oc1cc(Cl)c(Cl)cc1Cl	-8%	-11%	?
ClC1=C(Cl)C2(Cl)C3C4C=CC(C4)C3C1(Cl)C2(Cl)Cl (stereo not drawn)	-2%	-13%&2%	-26%&17%
CNNC	-13%	-7%	-11%
COc1cc2c(cc1OC)-c1c(OC)c(OC)c(CO)c3c1C(C2)N(C)CC3 (stereo not drawn)	-1%[24.8 µM]	6%	2%
CN1CCN(C(=O)O[C@@H]2c3nccnc3C(=O)N2c2ccc(Cl)cn2)CC1	-4%[24.8 µM]	-8%	-17%
NCC[C@H](O)C(=O)N[C@H]1C[C@@H](N)[C@@H](O[C@H]2O[C@@H](CN)[C@@H](O)[C@@H](O)[C@@H]2N)[C@@H](O[C@H]2O[C@@H](CO)[C@@H](O)[C@@H]2O)[C@@H]1O	1%[24.8 µM]	-21%[17 µM]	-10%[16.9 µM]
CCCCN(CC)c1c([N+](=O)[O-])cc(C(F)(F)F)cc1[N+](=O)[O-]	0%	8%	3%
O[C@@H]1[C@@H]2O[P@@](O)(=S)OC[C@H]2O[C@H]1n1cnc2cc(Cl)c(Cl)cc21	20%	-8%	-3%
CC(=O)OO	1%	2%	0%[10 µM]
CC(=O)OC1C2C(OC(=O)Cc3ccccc3)C(C)CC2(OC(C)=O)C(=O)/C(C)=C/C2C(CC[C@@]13CO3)C2(C)C (stereo partly drawn)	-16%	-4%	6%
COC1C=CC23c4cc5c(cc4CN(CC2O)C3C1)OCO5 (stereo not drawn)	8%	1.3µM*	3.2µM*
CO[C@H]1C=C2CCN(C)[C@@H]2[C@@H]2c3cc4c(cc3C(=O)O[C@H]21)OCO4	-1%[24.8 µM]	1%[17 µM]	-13%[16.9 µM]
COc1cc2c(cc1OC)[C@@H]1C(=O)c3ccc4c(c3OC1CO2)CC(C(C)C)O4 (stereo partly drawn)	-7%	8.9µM*	0.1µM*
CCCCCC[C@H]1C(=O)O[C@H](C)[C@H](NC(=O)c2cccc(NC=O)c2O)C(=O)O[C@@H](C)[C@H]1OC(=O)CC(C)C	?	-94%[17 µM]	?
CCCSP(=S)(OCC)Oc1ccc(Cl)cc1Cl (stereo not drawn)	3%	1%	8%
CC(=O)OCC1=C[C@H]2[C@@H]3C(C)(C)[C@]3(OC(=O)Cc3ccccc3)C[C@@H](C)[C@]2(O)[C@@H]2C=C(C)C(=O)[C@@]2(O)C1	-16%	?	-25%
CCCCC[C@@H](/C=C/C=C\C/C=C\C/C=C\CCCC(=O)O)OO	-1%	-7%	-8%
COC(=O)C12C/C=C\Cc3ccccc3[C@@H]1CNC2=O (stereo partly drawn)	-10%	-3%	-17%
C/C=C1\C[C@H](C)[C@@](O)(CO)C(=O)OCC2=CCN3CC[C@@H](OC1=O)[C@@H]23	1%[24.8 µM]	0%[17 µM]	-1%[16.9 µM]
CCC1CN2CCC1CC2C(O)c1ccnc2ccccc12 (stereo not drawn)	-1%[24.8 µM]	-6%	6%

Structural class: the compounds so far containing sulfur.
SMILES	Menin MLL FP TR	Gal4-VP16 FLuc	RORgamma inh
O[C@@H]1[C@@H]2O[P@@](O)(=S)OC[C@H]2O[C@H]1n1cnc2cc(Cl)c(Cl)cc21	20%	-8%	-3%
CCCSP(=S)(OCC)Oc1ccc(Cl)cc1Cl (stereo not drawn)	3%	1%	8%

New compounds follow:
SMILES	Menin MLL FP TR	Gal4-VP16 FLuc	RORgamma inh
CN1CC[C@@]2(CCCN(C(=O)Oc3ccccc3)C2)C1	0%	6%	-5%
CCN(Cc1ccc(Cl)nc1)/C(=C/[N+](=O)[O-])NC	3%	2%	-16%
N[C@H](CCP(=O)(O)O)C(=O)O	-15%&17%[24.8 µM]	7%&6%	26%&36%
O=C1CN=C(c2ccccc2)c2cc(Cl)ccc2N1CC1CC1	2%	2%	26%
CCN(CC)C(=O)N[C@H]1C=C2c3cccc4[nH]cc(c34)C[C@@H]2N(C)C1	?	-6%[17 µM]	-6%[16.9 µM]
CCON=O	4%	4%	-7%
Ic1c(C2=CCCCC2)[se]c2ccccc12	13%	-13%	9%
CNC(=O)O/N=C(/C)SC	0%	-10%	-6%
Nc1c([N+](=O)[O-])ccc(Oc2ccccc2)c1Cl	17%	4%	15%
O=c1oc2ccccc2c(O)c1Cc1c(O)c2ccccc2oc1=O	?	-14%	0%
CCCN1CCCC2Cc3nc(N)ncc3CC21 (stereo not drawn)	1%	-3%	-11%
Nc1nccc(-c2c(-c3ccc(F)cc3)ncn2C2CCNCC2)n1	1%	-12%	-44%
C=CCN1C[C@H](C)N([C@@H](c2ccccc2)c2ccc(C(=O)N(CC)CC)cc2)C[C@H]1C	0%[24.8 µM]	0%	6%
CN1C2CCCC1CC(=O)C2	-4%	3%	11%
COC(=O)COc1cc(Cl)c(Cl)cc1Cl	-20%	-6%	-18%
CCC1(c2ccccc2)C(=O)NC(=O)N(C(=O)c2ccccc2)C1=O (stereo not drawn)	-5%	11%	2%
COc1cc2c(c(OC)c1OC)-c1ccc(O)c(=O)cc1[C@H](N)CC2	-18%[24.8 µM]	-9%[17 µM]	3%[16.9 µM]
CC(=O)CC(c1ccc(O)cc1)c1c(O)c2ccccc2oc1=O (stereo not drawn)	-2%	3%	0%
COP(=O)(OC)[C@@H](O)C(Cl)(Cl)Cl	-2%[24.8 µM]	8%[17 µM]	15%[16.9 µM]
COC1=CC2C3Cc4ccc(OC)c(O)c4[C@]2(CCN3C)CC1=O (stereo partly drawn)	4%	1%	7%

A different layout for part of the listing above:
Below each SMILES – Menin MLL FP TR	Gal4-VP16 FLuc	RORgamma inh
- CN1CC[C@@]2(CCCN(C(=O)Oc3ccccc3)C2)C1
  0%	6%	-5%
- CCN(Cc1ccc(Cl)nc1)/C(=C/[N+](=O)[O-])NC
  3%	2%	-16%
- N[C@H](CCP(=O)(O)O)C(=O)O
  -15%&17%[24.8 µM]	7%&6%	26%&36%
- O=C1CN=C(c2ccccc2)c2cc(Cl)ccc2N1CC1CC1
  2%	2%	26%
- CCN(CC)C(=O)N[C@H]1C=C2c3cccc4[nH]cc(c34)C[C@@H]2N(C)C1
  ?	-6%[17 µM]	-6%[16.9 µM]
- CCON=O
  4%	4%	-7%

Quoted at random: 6 compounds from above.
SMILES	Menin MLL FP TR	Gal4-VP16 FLuc	RORgamma inh
CN1CC[C@@]2(CCCN(C(=O)Oc3ccccc3)C2)C1	0%	6%	-5%
COC1=CC2C3Cc4ccc(OC)c(O)c4[C@]2(CCN3C)CC1=O (stereo partly drawn)	4%	1%	7%
CCC1(c2ccccc2)C(=O)NC(=O)N(C(=O)c2ccccc2)C1=O (stereo not drawn)	-5%	11%	2%
C=CCN1C[C@H](C)N([C@@H](c2ccccc2)c2ccc(C(=O)N(CC)CC)cc2)C[C@H]1C	0%[24.8 µM]	0%	6%
CC(=O)CC(c1ccc(O)cc1)c1c(O)c2ccccc2oc1=O (stereo not drawn)	-2%	3%	0%
N[C@H](CCP(=O)(O)O)C(=O)O	-15%&17%[24.8 µM]	7%&6%	26%&36%

Next entries follow.
SMILES	Menin MLL FP TR	Gal4-VP16 FLuc	RORgamma inh
COc1cc2c(cc1OC)[C@H](C)NCC2	0%[24.8 µM]	14%[17 µM]	-4%[16.9 µM]
C=C(C)[C@@]12OC3(c4ccccc4)O[C@@H]1[C@@H]1[C@@H]4O[C@]4(CO)[C@@H](O)[C@]4(O)C(=O)C(C)=C[C@H]4[C@@]1(O3)[C@H](C)[C@H]2OC(=O)/C=C/C=C/c1ccccc1	20%	-21%	34%
COc1ccc(/C=C/c2cc(O)cc(O)c2)cc1	-8%	3.5µM*	1.4µM*
CCCN1CCO[C@@H]2c3cc(O)ccc3OC[C@@H]21	2%[24.8 µM]	8%	8%
O=C(O)CCC1NCC2CC1CN1CCCCC21 (stereo not drawn)	14%	10%	-26%
c1cnc(N2CCCC3(CCNCC3)C2)nc1	-7%	9%	30%
C=CC(C)(C)c1c2c(c(O)c3c(=O)c4ccc(O)c(O)c4oc13)C=CC(C)(C)O2	?	?	?
c1cc2c(cc1C1OC[C@@H]3C(c4ccc5c(c4)OCO5)OCC13)OCO2 (stereo partly drawn)	7%	-8%	44%
CCN1C[C@@]2(C)CC[C@@H](OC)[C@@]34C2C(O)[C@@]2(OCO[C@]25CC(OC)C2C[C@@]3(O)C5C2O)C14 (stereo partly drawn)	0%	-10%	-1%
C/C(=C\[C@@H](N)C(=O)O)CP(=O)(O)O	7%[24.8 µM]	-7%	3%
CC(Cc1ccc(C(C)(C)C)cc1)CN1CCCCC1 (stereo not drawn)	1%	-2%	-7%
C[C@@H]1O[C@H](O[C@@H]2CC[C@@]3(C=O)[C@H]4CC[C@@]5(C)[C@@H](C6=CC(=O)OC6)CC[C@@]5(O)[C@@H]4CC[C@]3(O)C2)C[C@H](O)[C@@H]1O	19%[24.8 µM]	-11%[17 µM]	-7%[16.9 µM]
